Screening data: PubChem, Sanford-Burnham Center for Chemical Genomics
CCR6 antagonist – antagonists of human CCR6 receptor; AID 493098; P51684; CHO-K1 CCR6 PathHunter beta-arrestin, luminescence, CCL20-stimulated; 0.49% of 340,000 active; inhibition, % at 20 µM;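 active means compounds whose inhibition of the agonist-driven luminescence signal at 20 µM reaches about 50%, limit read from the data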;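 further: cells stimulated with CCL20 at 14 nM final; plate controls were DMSO with CCL20 for no effect and DMSO without agonist for full effect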
Target sequence (P51684 whole entry, looked up): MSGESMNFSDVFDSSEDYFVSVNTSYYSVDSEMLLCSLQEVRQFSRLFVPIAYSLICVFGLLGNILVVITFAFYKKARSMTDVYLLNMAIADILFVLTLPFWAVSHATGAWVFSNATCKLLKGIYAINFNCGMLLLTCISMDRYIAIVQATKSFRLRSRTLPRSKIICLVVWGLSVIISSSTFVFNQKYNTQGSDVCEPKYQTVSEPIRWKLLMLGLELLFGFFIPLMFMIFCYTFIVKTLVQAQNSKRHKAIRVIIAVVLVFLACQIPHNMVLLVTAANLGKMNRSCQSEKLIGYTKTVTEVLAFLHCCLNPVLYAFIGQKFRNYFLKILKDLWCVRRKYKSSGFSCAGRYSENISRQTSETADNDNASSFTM
697 NFkB inh – lowers PMA/ionomycin-induced NF-kB signal in 697 B cells. AID 435022. inhibition, % at 4 µM. 0.33% of 330,000 active. 697 B-cell NF-kB luciferase reporter, 16 h; in the data active means inhibition above about 35%
UBC13 polyUb – human UBC13 polyubiquitination inhibition; P61088; UBC13 polyubiquitin chain formation, TR-FRET; inhibition, % at 20 µM; 0.47% of 330,000 active; AID 485273; in the data active means inhibition above about 45%, passing the limit was not always enough
Target sequence (P61088 whole entry, looked up): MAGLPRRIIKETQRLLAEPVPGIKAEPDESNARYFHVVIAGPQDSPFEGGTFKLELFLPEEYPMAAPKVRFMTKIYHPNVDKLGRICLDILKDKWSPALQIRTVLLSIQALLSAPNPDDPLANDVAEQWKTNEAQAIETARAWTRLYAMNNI
Jurkat NFkB inh – inhibitors of the PMA/ionomycin-induced NF-kB reporter in Jurkat cells; PMA/ionomycin-induced NF-kB luciferase reporter, luminescence; 0.53% of 330,000 active; inhibition, % at 4 µM; AID 435003; in the data active means inhibition above about 50%
APJ antag – APJ receptor antagonism; CHO-K1 APJ beta-arrestin complementation, luminescence; inhibition, % at 20 µM; 0.32% of 330,000 active;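 active means inhibition above about 40% at 20 µM, limit read from the data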;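 further: cells challenged with 10 nM apelin-13 agonist together with compound; plate controls were apelin-13 plus DMSO wells for no effect and DMSO wells lacking apelin-13 for full effect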
Target sequence (P35414 whole entry, looked up): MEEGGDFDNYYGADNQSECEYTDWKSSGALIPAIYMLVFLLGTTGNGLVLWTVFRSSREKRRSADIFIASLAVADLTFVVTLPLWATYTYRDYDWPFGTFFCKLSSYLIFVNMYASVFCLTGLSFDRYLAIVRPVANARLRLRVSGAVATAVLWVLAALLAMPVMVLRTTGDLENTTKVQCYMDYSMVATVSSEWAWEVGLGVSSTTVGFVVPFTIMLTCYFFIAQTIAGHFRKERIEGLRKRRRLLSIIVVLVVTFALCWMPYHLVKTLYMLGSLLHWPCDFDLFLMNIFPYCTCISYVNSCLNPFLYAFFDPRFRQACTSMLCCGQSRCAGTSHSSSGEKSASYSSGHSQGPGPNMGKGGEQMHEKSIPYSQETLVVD
Gli-Sufu antag – Gli-Sufu pathway antagonism | 0.74% of 340,000 active | inhibition, % at 5 µM | Sufu-KO-LIGHT fibroblasts, Gli luciferase reporter luminescence;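 active means inhibition above about 55%, limit read from the data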;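 further: 0% = DMSO-treated cells and 100% = wells with medium but no cells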
CXCR6 inh – CXCR6 (human) receptor inhibition; CHO-K1 PathHunter CXCR6 beta-arrestin, luminescence; inhibition, % at 20 µM; 0.36% of 360,000 active; in the data active means inhibition above about 34%, passing the limit was not always enough;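 further: antagonist mode with CXCL16 agonist at 10 nM final; 0% = 10 nM CXCL16 with DMSO and 100% = unstimulated wells without agonist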
EBI2 antag – antagonists of human EBI2 receptor. EBI2 beta-arrestin recruitment, luminescence, 7a,25-OHC stimulated. inhibition, % at 5 µM. 0.81% of 360,000 active. AID 651636; in the data active means inhibition above about 38%;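 further: enzyme fragment complementation signal reports receptor beta-arrestin coupling in cells; 0% = agonist plus DMSO wells and 100% = wells without agonist; some results beyond the cut were filed as inactive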
Starred values were filed as active, the others as inactive; nt = not tested or not shown. Outcome played no part in choosing rows. About 3% of those tested had a hit in this group.

SMILES | CCR6 antagonist | 697 NFkB inh | UBC13 polyUb | Jurkat NFkB inh | APJ antag | Gli-Sufu antag | CXCR6 inh | EBI2 antag
COc1ccccc1C(=O)NCCC(=O)N1CCCC(C)C1 (centres undefined) | -11.7 | -24.0 | 1.8 | 13.6 | -12.5 | 1.1 | 3.8 | -7.7
CCOC(=O)C1(CC/C(C)=N\NC(N)=O)CC(C)OC1=O (centres undefined) | -1.0 | 4.5 | 0.5 | 5.2 | 16.9 | 7.5 | -9.7 | -5.4
COc1ccccc1-c1nc2s/c(=C\c3cccs3)c(=O)n2n1 | 10.3 | 8.4 | -7.0 | 2.4 | 6.1 | 0.3 | -3.6 | 6.8
Cc1cccc(C2N=C(N)Nc3nc4ccccc4n32)c1 (centres undefined) | 7.2 | 9.6 | 7.9 | 5.9 | 13.9 | 8.0 | -9.7 | -10.9
Cc1ccc(C2C3C(=O)N(c4ccc(C)cc4)C(=O)C3N3CCCN23)cc1 (centres undefined) | 4.8 | 6.6 | 5.3 | 0.9 | -5.4 | 5.4 | -3.3 | -2.0
COCCN(Cc1cc2cc(C)c(C)cc2nc1Cl)C(=O)Nc1ccccc1 | -1.0 | 6.8 | -2.9 | 4.2 | 11.8 | 16.8 | 2.3 | 2.5
CCc1cc(C(=O)N(CC(C)C)c2c(N)n(Cc3ccccc3)c(=O)[nH]c2=O)sc1C | -6.5 | 8.6 | 4.5 | 3.6 | 1.1 | -19.8 | 10.1 | -5.8
Oc1ccc2nc(Cc3ccccc3)[nH]c2c1 | -10.2 | 15.4 | 4.5 | -12.0 | 9.6 | -3.2 | -0.8 | -6.0
COc1ccc2cc3c(N)nn(C(=O)c4ccc(F)cc4)c3nc2c1 | -1.4 | 1.5 | -4.1 | 22.0 | 4.2 | -21.5 | 4.8 | 1.9
Cc1nonc1OCCNC(=O)C12CC3CC(CC(C3)C1)C2 | -0.1 | 10.0 | -0.7 | -2.5 | -2.8 | 6.8 | -2.2 | -6.3
CCCCNC(=O)C1CCN(Cc2ccccn2)CC1 | 2.9 | -3.0 | -7.3 | -10.6 | -1.3 | 4.6 | 5.0 | -1.4
CNS(=O)(=O)c1cccc(C(=O)OCC(=O)NC2CCCC(C)C2C)c1 (centres undefined) | 5.3 | 13.6 | 6.4 | 6.9 | -9.1 | -3.6 | 1.2 | 4.4
CCc1nc(Nc2ccc(OC)cc2OC)c2oc3ccccc3c2n1 | 15.6 | -26.6 | 8.8 | -3.6 | 10.2 | 18.5 | 0.2 | 25.4
CNC(=S)SCCOc1ccc(C)cc1 | 26.3 | 10.2 | 2.9 | 1.3 | 38.7 | -8.8 | 10.3 | 0.9
COc1nc(N)c(C#N)c(-c2ccc(N(C)CCC#N)cc2)c1C#N | -1.4 | 19.7 | 29.2 | 19.1 | 8.4 | -5.7 | -5.4 | -23.3
COc1ccc(OC)c2[nH]c(=O)c(CCNC(=O)c3ccc(S(=O)(=O)N4CCCCC4)cc3)cc12 | -5.5 | 2.7 | 11.2 | -2.7 | 19.7 | 20.2 | 5.4 | -3.7
CN(Cc1ccc(F)cc1)C(=O)c1cccc(S(=O)(=O)N2CCN(Cc3ccccc3)CC2)c1 | -0.5 | -20.2 | 1.3 | -10.1 | 2.4 | 16.9 | 5.1 | -2.2
CCCn1c(SCC(=O)N2c3ccccc3CCc3ccccc32)nc2c1c(=O)n(C)c(=O)n2C | 16.3 | 15.1 | -5.7 | 10.8 | -13.8 | 15.8 | 12.1 | 6.9
Cc1nc(C(=O)O)nn1-c1ccc([N+](=O)[O-])cc1 | 0.8 | 15.3 | 1.0 | 6.1 | 8.8 | 0.1 | 0.9 | -17.4
Cc1c(NC(=S)Nc2cccc(Cl)c2)c(=O)n(-c2ccccc2)n1C | 10.3 | -5.9 | -4.3 | 5.6 | 12.4 | -0.2 | 12.3 | -7.3

Gathered by group, the entries above containing a Cl atom.
SMILES | CCR6 antagonist | 697 NFkB inh | UBC13 polyUb | Jurkat NFkB inh | APJ antag | Gli-Sufu antag | CXCR6 inh | EBI2 antag
COCCN(Cc1cc2cc(C)c(C)cc2nc1Cl)C(=O)Nc1ccccc1 | -1.0 | 6.8 | -2.9 | 4.2 | 11.8 | 16.8 | 2.3 | 2.5
Cc1c(NC(=S)Nc2cccc(Cl)c2)c(=O)n(-c2ccccc2)n1C | 10.3 | -5.9 | -4.3 | 5.6 | 12.4 | -0.2 | 12.3 | -7.3

The list continues:
SMILES | CCR6 antagonist | 697 NFkB inh | UBC13 polyUb | Jurkat NFkB inh | APJ antag | Gli-Sufu antag | CXCR6 inh | EBI2 antag
Cc1cccc(-n2nc(C(=O)Nc3ccccc3)n3c(=O)cc(-c4ccccc4)nc23)c1 | 6.2 | 34.1 | -21.1 | 3.7 | 6.7 | -3.4 | 6.9 | 11.5
CCSC1=C(C#N)C2(CCCCC2)C(C#N)C(=O)N1 (centres undefined) | -7.5 | 27.1 | 4.7 | -5.5 | 14.3 | 2.7 | -17.0 | 6.9
CC1CCN(c2ncnc3ccccc23)CC1 | -2.1 | -35.6 | 1.8 | 11.3 | 19.1 | 20.8 | 3.1 | 1.3
CC(=O)Nc1ccccc1C(=O)C(=O)Nc1ccc(Cl)cc1 | 7.0 | -2.5 | 1.3 | -20.9 | 7.9 | -46.0 | -10.9 | -2.9
CC(C)(C)c1ccc(/C=C/C(=O)Nc2cccnc2)cc1 | 0.3 | 2.3 | 2.9 | -142.1 | -19.7 | -10.2 | -9.6 | -3.6
CN(Cc1ccccc1Cl)C(=O)C1CCC(=O)N(C2CCCCCC2)C1 (centres undefined) | 14.8 | -1.7 | -2.1 | -6.5 | 19.6 | 16.5 | 0.1 | -1.5
O=C(Nc1ccc(N2CCN(C(=O)c3ccco3)CC2)cc1)c1ccc2c(c1)OCO2 | 14.0 | 16.5 | -0.4 | 9.5 | 13.0 | 4.2 | -3.0 | -1.5
Cc1ccc([C@@H]2CC=C(C(=O)O)[C@H](c3ccccc3F)N2S(=O)(=O)c2ccc(C)cc2)cc1 | 8.1 | 20.9 | -23.4 | -11.1 | -7.8 | -3.7 | 0.0 | 8.1
CC(N=c1ccccn1C(=O)Nc1ccc(F)cc1)c1ccco1 (centres undefined) | 12.9 | -2.5 | 5.9 | -11.4 | -11.6 | 8.8 | 0.6 | -5.4
O=C(O)c1ccccc1C(=O)OCCCc1ccncc1 | 1.7 | 3.7 | -0.1 | 16.9 | 17.4 | 1.1 | -6.5 | -25.8
COc1cccc(NC(=O)CSc2nnc(Cn3cnc([N+](=O)[O-])n3)n2C)c1 | -2.7 | 25.4 | -7.9 | -2.0 | -27.6 | 3.0 | -5.5 | -15.0
CNc1ncc(C(=O)c2ccc(Cl)cc2)s1 | -8.6 | -104.1 | 42.6 | -92.3 | -12.5 | -79.6 | -10.1 | 3.7
Cc1ccccc1NS(=O)(=O)c1cccc2nonc12 | 15.3 | -3.5 | -5.0 | 0.3 | 34.8 | 4.4 | 6.6 | -0.6
Cc1cccc(NC(=O)c2nc[nH]c2C(=O)N[C@@H](CC(C)C)C(=O)OC(C)(C)C)c1 | -1.1 | 14.5 | -11.2 | 0.3 | 9.6 | -1.4 | 7.1 | -34.0
C=CCc1cccc(C2Nc3ccccc3C(=O)N2O)c1O (centres undefined) | 8.0 | -20.7 | 0.8 | -9.3 | 14.8 | -0.1 | -0.8 | -3.0
O=S1(=O)C=C(Oc2ccc(F)cc2)c2ccccc21 | 6.5 | -33.0 | -9.5 | -9.3 | 3.2 | 0.4 | -4.8 | -16.5
O=C(CCc1c[nH]c2ccccc12)N/N=C/c1ccc2c(c1)OCO2 | 15.9 | -27.5 | -6.5 | -9.6 | 1.7 | nt | -6.4 | 3.9
COC(=O)c1cn(NC(=O)Cc2ccc(Cl)c(Cl)c2)c(=O)c2ccccc12 | -3.7 | -11.4 | -5.7 | 34.2 | 4.1 | 9.7 | -8.4 | 7.7
CCOC(=O)Cn1cc(C(=O)C(C)(C)C)c2ccccc21 | 14.2 | 9.2 | 1.4 | 7.4 | 9.3 | -15.6 | -3.3 | 1.3
CCOC(=O)CN(C(=O)CSc1nnc(CNc2ccc(F)cc2)o1)c1ccccc1 | 9.5 | -3.5 | 3.2 | -0.3 | 7.8 | -8.7 | 4.4 | 42.9*

Some entries already given with just CXCR6 inh and EBI2 antag.
SMILES	CXCR6 inh	EBI2 antag
Cc1ccccc1NS(=O)(=O)c1cccc2nonc12	6.6	-0.6
CCSC1=C(C#N)C2(CCCCC2)C(C#N)C(=O)N1 (centres undefined)	-17.0	6.9
COc1cccc(NC(=O)CSc2nnc(Cn3cnc([N+](=O)[O-])n3)n2C)c1	-5.5	-15.0

The list goes on:
SMILES | CCR6 antagonist | 697 NFkB inh | UBC13 polyUb | Jurkat NFkB inh | APJ antag | Gli-Sufu antag | CXCR6 inh | EBI2 antag
CS(=O)(=O)N(CC(=O)Nc1ccc(S(=O)(=O)N2CCCC2)cc1)c1ccccc1 | 11.4 | 15.9 | 6.1 | -0.6 | -0.8 | 0.3 | 2.8 | -11.0
COc1cc(C(=O)Nc2cc(-c3cn4cccnc4n3)ccc2C)cc(OC)c1OC | -0.3 | 7.5 | 15.0 | 4.2 | 7.8 | -0.8 | 2.4 | -4.2
CCOc1ccc(NC(=O)CC2SC(=O)N(c3ccccc3)C2=O)cc1 (centres undefined) | 21.4 | -19.8 | 19.3 | -4.1 | 32.3 | 5.3 | 18.9 | 8.3
CN(CCc1nc2ccccc2[nH]1)Cc1nc(CC2CC2)no1 | 0.5 | -34.7 | -2.9 | -6.6 | -4.4 | -9.7 | -1.8 | -9.8
COc1ccc(N2CCN(CC(=O)c3c(C)n(C)c4ccc(OC)cc34)CC2)cc1 | -6.9 | 3.9 | 13.8 | -0.7 | -20.9 | -3.5 | -6.8 | 8.0
COc1ccc([C@H]2CC(=O)C=C(c3cccc(C#N)c3)C2)cc1 | 18.9 | 0.1 | -0.5 | 4.9 | -1.6 | -9.4 | -6.4 | 12.8
O=C(NCC(=O)N1CCN(c2cccc(Cl)c2)CC1)c1ccc(Br)o1 | 16.9 | -25.3 | -2.4 | 0.9 | 13.8 | 2.2 | -9.0 | -2.2
C=C(C)Cc1c(C)c(C#N)c2nc3ccccc3n2c1N1CCCCC1 | 4.6 | -18.3 | 18.4 | 15.1 | 14.3 | 22.6 | 9.4 | -10.5
C=CCn1c(-c2ccc(Cl)cc2)cnc1SC(C)C(N)=O (centres undefined) | -0.2 | -22.5 | 9.8 | 5.7 | -9.7 | 9.9 | 2.2 | -4.5
CCC(=O)Nc1ccc(N2CCCCC2)cc1 | 9.7 | 7.0 | 5.3 | 2.5 | 14.2 | -3.0 | 5.2 | -11.4
CCCC(=O)NCn1nnc(-c2ccc(Cl)cc2)n1 | 7.6 | nt | nt | nt | nt | 0.0 | -0.7 | 3.2
COc1ccc(CNC(=O)C(C)n2ccc3cc(S(=O)(=O)N4CCCCCC4)ccc32)cc1 (centres undefined) | 19.0 | -5.2 | -1.6 | 3.1 | 11.9 | 13.9 | 1.1 | 6.2
CC1=C(C)CC(C(=O)NCc2ccccn2)C(C(=O)O)C1 (centres undefined) | -7.7 | 1.4 | 1.7 | 4.3 | -3.6 | 0.1 | 0.8 | 4.2
NC(=O)c1c(NC(=O)COC(=O)c2ccc(S(=O)(=O)Nc3ccccc3)cc2)sc2c1CCCC2 | 2.1 | 2.1 | -24.5 | 0.2 | -12.6 | -18.6 | -4.3 | 1.0
Cc1ccc(C)c(S(=O)(=O)C(C#N)c2nc3ccccc3nc2N2CCCC2)c1 (centres undefined) | -4.2 | -4.0 | -36.5 | -12.1 | -67.3 | 7.5 | 2.3 | -9.6
CCn1cc(CN2CCC(n3nccc3NC(=O)CCOc3ccccc3)CC2)cn1 | 7.3 | -25.6 | -3.7 | -4.4 | 3.0 | 13.1 | 1.3 | 0.9
CCOC(=O)/C=c1\s/c(=C\c2ccc3c(c2)OCCO3)c(=O)n1CC(=O)NCC1CCCO1 (centres undefined) | 4.1 | -14.5 | -11.0 | -10.3 | 11.9 | 3.4 | -1.9 | 2.9
CCN(CC)c1ccc(C(=O)NNC(=O)CCNC(=O)c2ccccc2)cc1 | -1.3 | -6.9 | -19.1 | -20.4 | 2.3 | nt | 2.2 | -4.9
COc1cc(NC(=S)NNC(=O)C(C)(C)O)cc(OC)c1 | 22.3 | 9.8 | 14.4 | 6.0 | 13.6 | -7.2 | 5.0 | -2.2
